Screens as filed in PubChem.
PMI inhibition – human PMI inhibitors, high substrate, primary screen, biochemical, fluorescence intensity, high mannose 6-phosphate (AID 1220) | inhibition, % at 20 µM; hits with a dose series show IC50 in µM | recombinant PMI enzyme, coupled fluorescence intensity; higher % means a stronger effect | Mannose-6-phosphate isomerase (Homo sapiens) | hit rate 0.66% among 190,000
West Nile virus CPE – West Nile virus antiviral activity, cell-based, CPE readout (AID 1621) | West Nile virus-infected cells, CPE inhibition; higher % means a stronger effect | CPE inhibition, % at 10 µM, or IC50 in µM where a hit was titrated | hit rate 0.02% among 290,000; in the data active = a potency from the dose series; also: strong numbers were not always called active
Salmonella PhoP GFP – inhibitors of PhoP regulon expression, primary screen, Salmonella Typhimurium, GFP reporter (AID 1863); S. Typhimurium PhoP-regulated promoter GFP reporter, 4 h; higher % means a stronger effect; inhibition, % at 50 µM; hits with a dose series show IC50 in µM; hit rate 0.16% among 300,000;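 active = inhibition over 29.93%, a cutoff 3 SD above the screen mean, later confirmed by dose response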;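 also: 0% = low Mg2+ inducing control and 100% = high Mg2+ repressing control; strong numbers were not always called active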
RSV CPE inhibition – RSV antiviral activity via CPE protection, HEp-2 cells, primary 10 µM value included (AID 2391). HEp-2 cells, RSV-induced CPE inhibition; higher % means a stronger effect. CPE inhibition, % at 10 µM; hits with a dose series show IC50 in µM. hit rate 0.13% among 310,000; in the data active = a potency from the dose series; also: strong numbers were not always called active
SV40 large T antigen – SV40 large T antigen inhibitors, biochemical (AID 1903). SV40 large T antigen ATPase/helicase inhibition assay; higher % means a stronger effect. inhibition, % at 20 µM; hits with a dose series show IC50 in µM. hit rate 0.39% among 310,000; in the data active = a potency from the dose series; also: strong numbers were not always called active
TNAP activation fold – human TNAP enzyme activators, primary screen, biochemical, luminescent, no phosphate acceptor, uHTS (AID 1001); Alkaline phosphatase, tissue-nonspecific isozyme (Homo sapiens); purified TNAP, luminescent activation assay, no phosphate acceptor; higher activation fold means a stronger effect; one-dose activation fold at 20 µM; EC50 in µM for titrated hits; hit rate 0.03% among 200,000; in the data active = activation fold from about 3, or a potency from the dose series; inactive = the rest, 99 in 100 with activation fold below about 1.6; also: many of its hits are not listed in these tables
ER stress rescue – rescue of cells from ER stress-induced death, primary screen, 384-well, CSM14.1, thapsigargin, ATP luminescence (AID 1222); CSM14.1 thapsigargin-induced death rescue, ATP luminescence; higher % means a stronger effect; cellular ATP content (survival), % at 20 µM, or EC50 in µM where a hit was titrated; 190,000 tested, under 10 active;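 active = EC50 below 50 µM in the dose-response confirmation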;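 also: death triggered by thapsigargin at about 15 µM added after 2 h compound pretreatment; cell ATP read after overnight thapsigargin exposure of roughly 18 to 22 hours; normalized against plate controls of thapsigargin alone and 5% DMSO vehicle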
Insulin prom up – insulin promoter activators in MIN6 cells, imaging, high-content screening, mouse beta cells; hit rate 0.3% among 190,000; MIN6 insulin promoter-GFP reporter; stronger effect = higher value; z-score at 5 µM; AID 1625, 2009;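 active = z-score above 3 at 5 µM with at least 500 cells counted in the well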
PMI inhibitors – inhibitors of human PMI, primary screen, biochemical, fluorescence intensity, coupled assay (AID 1209); hit rate 0.42% among 190,000; purified PMI enzyme, coupled fluorescence intensity; higher % means a stronger effect; one-dose inhibition, % at 20 µM; IC50 in µM for titrated hits;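 also: plate controls were DMSO vehicle for no effect and wells lacking substrate for full effect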
Insulin prom up cell count – further read-out of Insulin prom up, marked with its call; cell count; measured here: cytotoxicity, nuclei count;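 total cells summed across four imaged fields per well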
The depositor's hits bear a star; / = not tested or not shown. Rule as the data show it, unless noted: active = inhibition above about 50%; inactive = the rest.

entry	Structure	PMI inhibition	West Nile virus CPE	Salmonella PhoP GFP	RSV CPE inhibition	SV40 large T antigen
1	Cc1ccc(NC(=S)N2CCC(c3ccccc3)C2)c(Cl)c1 (centres undefined)	4.1%	-0.1%	-6.7%	6.0%	17.2%
2	COCCSc1nnc(NC(=O)COC)s1	-5.1%	0.0%	-4.3%	1.3%	-0.9%
3	c1ccc(CSc2nnc(-c3ccco3)n2Cc2ccco2)cc1	-7.0%	0.7%	0.3%	9.9%	9.0%
4	O=C(CN1CCN(Cc2ccc(Cl)cc2)CC1)N/N=C/c1c[nH]c2ccccc12	0.9%	-1.3%	12.7%	1.1%	2.7%
5	O=C1Nc2ccc(S(=O)(=O)N3CCCC3)c3cccc1c23	-7.0%	1.3%	1.2%	0.4%	12.3%
6	COCCNC(=S)NN=C1CCCCC1	-12.2%	0.3%	-11.4%	0.9%	24.6%
7	O=C(Nc1nccs1)c1cccc(NC(=O)c2ccco2)c1	-5.8%	0.8%	1.6%	-0.3%	6.6%
8	COc1ccccc1-n1cnnc1SCC(=O)Nc1cc(C(C)(C)C)nn1-c1ccccc1	17.8%	-0.9%	5.0%	12.9%	27.1%
9	CCOc1ccc(S(=O)(=O)Nc2cccc(C)c2)c2cccnc12	-0.1%	-1.0%	0.7%	2.6%	3.5%
10	O=C(NCc1ccco1)c1cc2c(s1)CCCCC2	-11.2%	0.3%	-13.6%	2.0%	11.6%

entry	TNAP activation fold	ER stress rescue	Insulin prom up	Insulin prom up cell count	PMI inhibitors
1	1.1	12.2%	-0.23	1195	4.6%
2	1.1	6.8%	1.28	757	-1.4%
3	1	1.3%	-0.17	1146	3.9%
4	1	-0.7%	-0.23	1353	3.0%
5	1.1	-0.8%	/	/	-9.1%
6	1	-1.3%	1.86	1263	-23.4%
7	1	-3.4%	-1.34	1180	-6.3%
8	1.2	0.5%	0.09	1097	16.7%
9	1	1.5%	0.31	1614	-4.9%
10	1.1	-3.6%	0.22	1575	0.7%

The list continues.
entry	Structure	PMI inhibition	West Nile virus CPE	Salmonella PhoP GFP	RSV CPE inhibition	SV40 large T antigen
11	O=C(CSc1nnc(-c2ccco2)n1Cc1ccco1)Nc1ccccc1	-1.8%	-0.9%	-13.1%	1.7%	0.5%
12	COc1cc(C2NC(=O)NC(C)=C2C(=O)OCC2CCCCC2)ccc1O (centres undefined)	/	-2.3%	7.0%	6.0%	5.0%
13	CCOC(=O)Cc1nnc(NC(=O)COc2ccc(OC)cc2)s1	-1.6%	0.3%	-12.1%	1.7%	4.1%
14	Cc1ccc(S(=O)(=O)N2CCC(C(=O)NCC3CC3)CC2)cc1	/	-0.6%	0.2%	1.4%	5.8%
15	COc1ccc(OC)c(/C=N/Nc2nc(C)cc(=O)[nH]2)c1	/	-0.2%	-6.2%	1.0%	12.3%
16	COc1cccc(NC(=O)N2CCCC2C(=O)NCc2ccc(Cl)cc2)c1 (centres undefined)	/	-1.1%	11.1%	1.8%	11.2%
17	CCOC(=O)C(=Nc1ccc(Cl)cc1)NO	-6.7%	-0.6%	-22.8%	2.6%	19.4%
18	O=S(=O)(N/N=C1/CCCc2ccccc21)c1ccc(Br)cc1	4.3%	0.2%	-3.5%	1.2%	6.2%
19	CCOC(=O)c1c(NC(=O)/C=C/C(=O)O)sc(C)c1-c1ccc(F)cc1	-8.5%	-0.8%	6.0%	1.2%	14.9%
20	N#CC1CCN(c2ncccc2[N+](=O)[O-])CC1	/	0.1%	-10.1%	1.2%	11.0%

entry	TNAP activation fold	ER stress rescue	Insulin prom up	Insulin prom up cell count	PMI inhibitors
11	1.1	1.0%	-0.14	1601	-2.3%
12	/	/	/	/	/
13	1	0.3%	0.08	806	2.5%
14	/	/	/	/	/
15	/	/	/	/	/
16	/	/	/	/	/
17	1	1.8%	0.37	1312	-5.6%
18	1.1	0.2%	/	/	-3.0%
19	1.1	0.4%	-0.86	1348	-0.6%
20	/	/	-1.05	1352	/

Gathered by group: the compounds so far with a thiophene ring, fused or not.
entry	Structure	PMI inhibition	West Nile virus CPE	Salmonella PhoP GFP	RSV CPE inhibition	SV40 large T antigen
10	O=C(NCc1ccco1)c1cc2c(s1)CCCCC2	-11.2%	0.3%	-13.6%	2.0%	11.6%
19	CCOC(=O)c1c(NC(=O)/C=C/C(=O)O)sc(C)c1-c1ccc(F)cc1	-8.5%	-0.8%	6.0%	1.2%	14.9%

entry	TNAP activation fold	ER stress rescue	Insulin prom up	Insulin prom up cell count	PMI inhibitors
10	1.1	-3.6%	0.22	1575	0.7%
19	1.1	0.4%	-0.86	1348	-0.6%

Single records (already shown).
Record of Cc1ccc(S(=O)(=O)N2CCC(C(=O)NCC3CC3)CC2)cc1 : PMI inhibition: /; West Nile virus CPE: -0.6%; Salmonella PhoP GFP: 0.2%; RSV CPE inhibition: 1.4%; SV40 large T antigen: 5.8%; TNAP activation fold: /; ER stress rescue: /; Insulin prom up: /; Insulin prom up cell count: /; PMI inhibitors: /
Record of O=S(=O)(N/N=C1/CCCc2ccccc21)c1ccc(Br)cc1 : PMI inhibition: 4.3%; West Nile virus CPE: 0.2%; Salmonella PhoP GFP: -3.5%; RSV CPE inhibition: 1.2%; SV40 large T antigen: 6.2%; TNAP activation fold: 1.1; ER stress rescue: 0.2%; Insulin prom up: /; Insulin prom up cell count: /; PMI inhibitors: -3.0%

Continuation:
entry	Structure	PMI inhibition	West Nile virus CPE	Salmonella PhoP GFP	RSV CPE inhibition	SV40 large T antigen
21	CCCNc1cc(=S)nc(N)[nH]1	/	0.6%	-8.5%	-0.2%	25.7%
22	Cc1cccc(CS(=O)(=O)c2ncc(Cl)c(C(=O)NCc3ccc4c(c3)OCO4)n2)c1	/	1.5%	-9.0%	-1.6%	11.9%
23	Cc1ncc(CCl)c2c1OC(C)(C)OC2	-72.9%	0.3%	9.4%	0.3%	11.2%
24	O=C(NNC(=S)Nc1ccccc1Cl)c1ccncc1	/	0.2%	-3.8%	-0.2%	21.6%
25	COc1ccc(OCc2cc(C(=O)N3CCCC(CO)C3)no2)c2ccccc12 (centres undefined)	/	-0.8%	-5.4%	3.6%	-11.4%
26	COc1ccccc1C(=O)NC(C(=O)NCCc1nc2ccccc2[nH]1)=C(C)C	/	-0.2%	-6.6%	-0.4%	5.0%
27	c1ccc(-c2csc(NC3CCCCC3)n2)cc1	/	-1.3%	3.7%	15.4%	5.9%
28	COc1ccc(-c2nc(CSCC(=O)N3CCC(C(N)=O)CC3)c(C)o2)cc1OC	-15.2%	0.3%	5.5%	1.4%	1.8%
29	CCCC(c1nnnn1CS(=O)(=O)c1ccc(C)cc1)N1CCN(c2ccc(F)cc2)CC1 (centres undefined)	19.6%	-0.1%	-5.6%	3.6%	1.7%
30	COc1cc(C(=O)Oc2ccccc2/C=N/NC(=O)c2ccc(Cl)cc2Cl)cc(OC)c1OC	13.4%	3.1%	-2.8%	-3.0%	-0.4%

entry	TNAP activation fold	ER stress rescue	Insulin prom up	Insulin prom up cell count	PMI inhibitors
21	/	/	0.18	1140	/
22	/	/	/	/	/
23	1.1	2.0%	/	/	-56.6%
24	/	/	-0.27	1096	/
25	/	/	/	/	/
26	/	/	/	/	/
27	/	/	/	/	/
28	1.1	/	-0.11	1342	-3.2%
29	1	/	-0.27	1203	19.8%
30	1.1	-2.4%	-1.5	1682	8.8%

Going on with the list:
entry	Structure	PMI inhibition	West Nile virus CPE	Salmonella PhoP GFP	RSV CPE inhibition	SV40 large T antigen
31	O=C(NCC1CCS(=O)(=O)C1)Oc1ccccc1 (centres undefined)	-6.2%	0.8%	4.6%	1.6%	-2.6%
32	CCN(CC)CCNC(=O)C1c2ccccc2C(=O)N(C)C1c1cn(C)c2ccccc12 (centres undefined)	18.1%	0.0%	10.8%	-0.4%	1.3%
33	CCCc1nnc(NC(=O)CCC(=O)N2CCN(Cc3ccc(Cl)cc3)CC2)s1	/	-0.1%	3.7%	4.3%	8.6%
34	Cc1cc(C)n(-c2nc3ccccc3c(=O)n2OCC(C)C)n1	/	-1.2%	-0.4%	0.7%	7.3%
35	CCCn1c(SCC(=O)NC2CC2)nnc1-c1ccccn1	/	0.5%	-3.7%	1.1%	5.0%
36	CCOc1ccc(N2C(=O)/C(=C/c3ccccc3OCC(=O)OC)N(CC(=O)OC)C2=S)cc1	16.8%	-0.4%	2.3%	2.8%	0.4%
37	CC1Sc2ccc(S(=O)(=O)N(C)Cc3ccccc3)cc2NC1=O (centres undefined)	/	1.0%	4.0%	4.0%	8.1%
38	COc1ccc(-c2csc(NC(=O)c3cc(C)oc3C)n2)cc1OC	/	0.4%	-3.9%	39.3%	11.8%
39	CC(=O)c1ccc(N2C(=NC(=O)CCC3CCCC3)SC3CS(=O)(=O)CC32)cc1 (centres undefined)	/	-0.4%	-4.4%	1.5%	13.4%
40	O=C(CCc1ccccc1)N1CCN(c2ccccn2)CC1	5.2%	-0.4%	-4.0%	1.7%	-0.2%

entry	TNAP activation fold	ER stress rescue	Insulin prom up	Insulin prom up cell count	PMI inhibitors
31	1.1	-0.6%	1.31	1191	-1.4%
32	1.1	-1.6%	-0.22	1360	5.7%
33	/	/	/	/	/
34	/	/	/	/	/
35	/	/	/	/	/
36	1	8.4%	0.31	1337	19.6%
37	/	/	/	/	/
38	/	/	/	/	/
39	/	/	/	/	/
40	1.1	-1.2%	-0.4	1181	-1.6%

The results go on:
entry	Structure	PMI inhibition	West Nile virus CPE	Salmonella PhoP GFP	RSV CPE inhibition	SV40 large T antigen
41	CCNC(=S)NNC(=O)c1cc(-c2ccc(OCC)cc2)nc2ccccc12	-1.5%	-0.3%	-2.6%	2.1%	12.2%
42	O=C(O)CCc1ccc(-c2ccccc2)n1Cc1ccco1	-4.3%	0.7%	0.1%	1.0%	1.9%
43	O=c1c2ccccc2nc2n1CCS2	6.8%	/	-3.1%	-0.3%	9.1%
44	CC(=O)c1ccc(OCC(=O)Nc2ccc3c(c2)CCC3)cc1	-7.1%	0.3%	-1.0%	5.7%	7.4%
45	Cc1ccc2cc(CN(CCN(C)C)C(=O)Nc3ccc(Cl)cc3)c(=O)[nH]c2c1	/	2.9%	-2.7%	-0.8%	1.8%
46	O=C(CCN1C(=O)C2C3C=CC(C3)C2C1=O)N1CCN(c2ccccn2)CC1 (centres undefined)	-4.1%	0.3%	1.2%	-0.6%	1.1%
47	O=C(NNC(=O)C1CC2CCC1C2)c1ccccc1 (centres undefined)	-1.3%	0.2%	-6.9%	1.6%	0.3%
48	COc1ccc(CNc2ncnc3sccc23)cc1OC	/	-1.3%	-3.8%	0.7%	24.2%
49	CC1CC(C)CN(C(=O)Nc2ccccc2F)C1 (centres undefined)	/	-0.1%	-12.1%	0.0%	10.0%
50	O=C(Cn1sc2ccccc2c1=O)N1CCN(C(=O)c2ccco2)CC1	/	-0.2%	-3.2%	3.5%	19.7%
51	O=C(N/N=C/c1cccc([N+](=O)[O-])c1)c1nc2ccccc2c(=O)[nH]1	/	-0.2%	-7.0%	2.4%	8.6%

entry	TNAP activation fold	ER stress rescue	Insulin prom up	Insulin prom up cell count	PMI inhibitors
41	1.2	-2.7%	0.21	1363	-5.4%
42	1.2	-0.7%	1.13	979	6.1%
43	1.1	0.5%	/	/	-3.0%
44	1.1	-3.6%	0.3	1285	-2.4%
45	1	-3.0%	-1.2	1508	/
46	1.1	0.8%	0.21	1223	-0.4%
47	1.1	-1.2%	0.11	1544	1.1%
48	/	/	/	/	/
49	/	/	0.41	1088	/
50	/	/	/	/	/
51	/	/	-0.16	1405	/
